Vif-APOBEC3F blk – blocks the Vif interaction with APOBEC3F; 390,000 tested, 0.2% active; AID 602313; Potency, µM (titrated, usually from 46.1 µM), without a hit: top-dose activity, negative = active; HeLa A3F-eYFP + Vif (tagged APOBEC3F with the HIV-1 protein that degrades it), YFP fluorescence increase; further: potency means the concentration at half of the fitted maximal effect; % of control where 0% means no effect; nearly all actives have a fitted effect of over 65% in size
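Fluorescence increase (Ex 488/Em 500-530) after overnight compound treatment at 37 deg C flags inhibition of Vif-driven A3F-eYFP loss in stable HeLa A3F-eYFP/Vif cells seeded overnight beforehand.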
Glioma ERSR ind – ER stress response induction in glioma; AID 602332; Potency, µM, for inactives: top-dose activation, most hits filed as activators; U87-MG GRP78 promoter luciferase reporter, 16 h; 420,000 tested, 0.02% active; further: potency means the concentration at half of the fitted maximal effect; series mostly up to about 76 µM; % of control where 0% means no effect; nearly all actives have a fitted effect of over 35% in size
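Stably transfected U87-MG glioma cells carrying a GRP78-based luciferase sensor; 16 h compound incubation. Luminescence end-point read 10 min after Bright-Glo addition at room temperature.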
RGS4 inh – inhibitors of human regulator of G protein signaling 4 | Transcreener GDP fluorescence polarization, RGS4-accelerated GTP hydrolysis | AID 504845 | P49798 | Potency, µM (highest dose often 114 µM), for inactives: at the highest dose activity change, negative = inhibition, most hits filed as inhibitors | 390,000 tested, 0.039% active; further: potency means the concentration at half of the fitted maximal effect; on the % scale 0 is the no-effect control and ±100 the full control effect; nearly all actives have a fitted effect of over 75% in size; some results filed as inactive show a strong effect at the top dose
Target sequence (P49798 whole entry, looked up): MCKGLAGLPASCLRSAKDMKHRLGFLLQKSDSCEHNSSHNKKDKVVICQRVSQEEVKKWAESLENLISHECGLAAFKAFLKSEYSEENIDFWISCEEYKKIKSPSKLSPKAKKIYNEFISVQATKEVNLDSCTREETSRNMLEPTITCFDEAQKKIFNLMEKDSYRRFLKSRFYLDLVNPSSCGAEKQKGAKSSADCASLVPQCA
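MLSMR compounds (23 nl, pin-transferred) preincubated 10 min at room temperature with a 500nM (2x) first reagent, then RGS4 at 900nM (2x) plus Transcreener GDP mix added; fluorescence polarization (620/688 nm) read before and after 90 min at 30 °C.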
D2 ag – agonists of human D2 dopamine receptor. HEK293 T-REx D2 cells, calcium flux agonist mode. activation, % at 2 µM. 340,000 tested, 0.53% active;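 active means activation over 3 SD above normal in the single-dose calcium agonist read, cut at about 30% in these data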; further: 0% is about no effect
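Tetracycline-induced HEK293 T-REx cells with force-coupled D2 receptor, plated overnight at 30 C, loaded with no-wash calcium dye. After a 10 s baseline, compound was pin-added and calcium flux read kinetically for 180 s; calcium rises flagged agonists.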
Vif-A3G inh – Vif-A3G binding inhibition. Q9HC16. HeLa A3G-eYFP + Vif (tagged APOBEC3G with the HIV-1 protein that degrades it), YFP fluorescence, overnight. Potency, µM (series often up to 46.1 µM), for the others: at the top dose activity, negative = active, hits mostly inhibitors. 410,000 tested, 0.076% active. AID 602310;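 further: potency means the concentration at half of the fitted maximal effect; on the % scale 0 is the no-effect control and ±100 the full control effect; nearly all actives have a fitted effect of over 60% in size; hits raise eYFP signal because A3G escapes Vif-driven loss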
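Read-out is eYFP fluorescence (Ex 488/Em 500-530) from Vif-expressing HeLa A3G-eYFP cells; more signal means A3G escaped Vif-mediated degradation. Cells plated overnight, compound pinned in, incubated overnight at 37 deg C.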
LDHA block – LDHA (human) enzyme inhibition; purified LDHA, NADH/diaphorase-resazurin fluorescence; stronger effect = lower value; P00338; 480,000 tested, 0.15% active; activity change, % (values are at about 110 or 230 µM); AID 1347041; in the data active means activity change below about -30%; inconclusive means mostly about -25% to -30%;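 further: plate controls were DMSO wells for no effect and wells without enzyme for full effect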
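Resorufin fluorescence (ex540/em590), read at 0 and 20 min after diaphorase/resazurin addition, reports the NADH left after a 5 min room-temperature reaction of 2 nM human LDH5 with 0.06 mM NADH and 0.2 mM pyruvate.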
D2 antagonist – D2 dopamine receptor (human) antagonism; HEK293 TREx D2 cells, calcium flux, dopamine EC80; inhibition, % at 10 µM; 340,000 tested, 2% active; in the data active means inhibition above about 30%; further: 0% is about no effect
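Read-out: kinetic calcium fluorescence (1 cycle/s) in inducible HEK293 T-REx D2 cells after an EC80 dopamine addition that followed 180 s compound preincubation. Loss of the dopamine response indicates antagonism.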
ERG Ets-DNA blk – inhibitors of human ERG Ets domain-DNA interaction | fluorescence polarization, His-ERG Ets domain / labelled DNA | Potency, µM (top dose mostly 76.9 µM), without a hit: at the highest dose FP activity, negative = inhibition, hits mostly inhibitors | 370,000 tested, 0.028% active; active means well fitted inhibition curve with a large enough effect in the polarisation, with a control signal flat; inconclusive means small, poorly fitted or top-dose-only effect, or effect the other way, or a change in a side signal; inactive means no such curve, though single readings can be large or run the other way; the % refers to the polarisation;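 further: polarization taken with two DNA probes labelled with fluorescein and Texas red; potency means the concentration at half of the fitted maximal effect; % of control where 0% means no effect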
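His-tagged ERG Ets domain (1 uM in the protein solution; 300mM KCl, 50mM Tris-HCl, 1mM EDTA, 1mM DTT, pH 7.5) received compound, then a probe mix of 5 nM fluorescein-DNA and 100nM Texas-615-DNA. Fluorescence polarization was read for both dyes.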
ALOX12 inh – inhibitors of human 12S-lipoxygenase ALOX12; purified 12hLO, xylenol orange hydroperoxide absorbance; Potency, µM (top dose mostly 108 µM), inactives show top-dose activity change, negative = inhibition, actives largely listed as inhibitors; 580,000 tested, 1.1% active; AID 1671190; further: potency means the concentration at half of the fitted maximal effect; on the % scale 0 is the no-effect control and ±100 the full control effect
Target sequence (P18054 whole entry, looked up): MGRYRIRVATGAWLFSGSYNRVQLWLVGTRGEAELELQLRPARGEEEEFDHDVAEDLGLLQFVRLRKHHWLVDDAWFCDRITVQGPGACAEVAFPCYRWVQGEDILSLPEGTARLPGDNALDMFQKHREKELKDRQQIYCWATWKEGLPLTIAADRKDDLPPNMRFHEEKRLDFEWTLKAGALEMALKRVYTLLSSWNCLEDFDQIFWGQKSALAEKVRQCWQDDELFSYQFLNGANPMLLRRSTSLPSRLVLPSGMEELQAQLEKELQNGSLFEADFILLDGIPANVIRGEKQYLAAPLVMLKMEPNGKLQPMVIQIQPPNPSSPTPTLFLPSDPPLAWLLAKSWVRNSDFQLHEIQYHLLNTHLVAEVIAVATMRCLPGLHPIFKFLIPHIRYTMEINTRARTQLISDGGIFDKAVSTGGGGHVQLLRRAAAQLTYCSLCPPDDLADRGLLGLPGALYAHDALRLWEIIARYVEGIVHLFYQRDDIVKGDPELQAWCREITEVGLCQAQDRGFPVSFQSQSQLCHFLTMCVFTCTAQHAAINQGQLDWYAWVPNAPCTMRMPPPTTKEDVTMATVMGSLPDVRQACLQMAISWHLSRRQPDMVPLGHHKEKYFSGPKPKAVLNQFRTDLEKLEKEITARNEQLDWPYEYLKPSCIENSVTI
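Purified human 12hLO (150 nM final) in 25 mM Hepes, 0.01% Triton X-100, pH 7.0 was preincubated 15 min at room temperature with compound. Then 40 uM arachidonic acid was added, 30 min. Hydroperoxide was read by Fe-XO absorbance ratio 573/405 nm.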
The depositor's hits bear a star; ? = inconclusive; · = not tested or not shown; & = joins results of further samples; [ ] = dose if it differs, or a comment. Unless noted, the call rests on the fitted dose curve; in most records, active means well fitted curve in the direction sought with a large enough effect; inconclusive means small, poorly fitted or top-dose-only effect, or another doubt; inactive means no such curve, though single readings can be large; an effect the other way counts as inactive or inconclusive. This is a subset; the hit share may differ from the screen's.

smiles | Vif-APOBEC3F blk | Glioma ERSR ind | RGS4 inh | D2 ag | Vif-A3G inh | LDHA block | D2 antagonist | ERG Ets-DNA blk | ALOX12 inh
O=C(O)CCCNC1=NCCC1 | -5% | -4% | -24% | 0.5 | 3% | -4 | 6 | -3% | 0%
O=C(COc1ccc([N+](=O)[O-])cc1Cl)N1CCOCC1 | 0% | -3% | -2% | -1.1 | -2% | -4 | -12 | 0% | 0%
COC(=O)c1[nH]c2ccc(Br)cc2c1NC(=O)CN1CCCc2ccccc21 | 8% | -6% | -49% | 0.1 | 0% | 0 | -17 | 5% | -10%[57.4 µM]
CCOC(=O)C1(Cc2ccccc2)CCCCCC1=O (stereo not drawn) | 17% | -4% | -13% | · | -5% | -2 | · | -1% | 1%
CCCCOc1ccc(N(CC(=O)NCC2CCCO2)C(=O)CCC(=O)Nc2nccs2)cc1 (stereo not drawn) | 7% | -3% | -13% | 0.5 | -12% | 0 | -1 | 4% | -12%
COc1ccc(CCN(C)C(=O)c2ccc3c(=O)n4c(nc3c2)CCCCC4)cc1OC | -1% | -5% | 21% | · | -10% | -11 | · | 3% | -12%
COc1cccc(CNC(=O)CCCn2ncn3c(cc4occc43)c2=O)c1OC | 9% | -1% | 23% | 0.1 | 6% | -7 | · | 1% | -7%
Cc1cc(C)n(CCc2nc3c4ccccc4nc(SCc4ccc(F)cc4)n3n2)n1 | 1% | -4% | 16% | 1.1 | -2% | 0 | · | 1% | -20%
CCC(Oc1ccccc1)C(=O)Nc1cccc(OCc2cc(=O)n3cccc(C)c3n2)c1 (stereo not drawn) | -2% | -4% | 3% | · | -2% | 5 | · | 0% | ?
CC(C)(C)NCc1cc(Cl)ccc1OCc1ccccc1F | 4% | -4% | 4% | 0.1 | 0% | -16 | -16 | 1% | -7%
CC(=O)Nc1cc(-c2ccc(C(=O)NC3CC3)cc2)cn2c(-c3ccc(F)c(Cl)c3)cnc12 | · | 14% | · | · | -16% | 1 | · | · | -18%
O=C(NC12CC3CC(CC(C3)C1)C2)N1CCN(c2ccccc2)CC1 | 3% | 0% | -20% | 0.1 | 0% | -1 | -8 | 10% | 5%
CCn1c(=O)c(C(=O)NCc2ccc3c(c2)OCO3)c(O)c2ccccc21 | 1% | -5% | 11% | 0.3 | 0% | 0 | 12 | 4% | 13%
CCCSc1ccc([C@H]2N[C@@](CC(C)C)(C(=O)OC)[C@H]3C(=O)N(C)C(=O)[C@@H]23)cc1 | -11% | -2% | -4% | -0.3 | -3% | 1 | -7 | -4% | -11%
O=C(CCCN1C(=O)/C(=C/c2ccc(F)cc2)SC1=S)Nc1ccc(C(=O)O)cc1 | -3% | -3% | · | · | 0% | -7 | · | · | ?
COC1C=COC2(C)Oc3c(C)c(O)c4c(O)c(c(CN5CCN(C)CC5)c(O)c4c3C2=O)NC(=O)C(C)=CC=CC(C)C(O)C(C)C(O)C(C)C(OC(C)=O)C1C (stereo not drawn) | 9% | 1% | -8% | · | 1% | 28 | · | -11% | ?
COCCN(C(=O)Nc1ccccc1OC)c1nc2ccccc2s1 | ? | -1% | -10% | 2.0 | -6% | 2 | 5 | 11% | 26%
C/C(=C\C(=O)O)CC(=O)O | -3% | -2% | 15% | · | 0% | -2 | · | 0% | -5%
CCOc1cccc(CNC(=O)c2ccc(N3CCCC3)c(NC(=O)NCc3ccccc3)c2)c1 | -2% | -3% | 18% | 1.5 | 3% | -4 | · | -3% | -23%
Cc1ccc(-c2c3c(=O)n(C)c(=O)n(C)c3cn2-c2ccccc2O)cc1 | -8% | 8% | -22% | 0.0 | -4% | 0 | -17 | 5% | -29%

(more compounds)
smiles | Vif-APOBEC3F blk | Glioma ERSR ind | RGS4 inh | D2 ag | Vif-A3G inh | LDHA block | D2 antagonist | ERG Ets-DNA blk | ALOX12 inh
Cc1cc(-c2csc3nc[nH]c(=S)c23)cc(C)c1C | 5% | -9% | -1% | 0.4 | -12% | -5 | -3 | 3% | 28µM*
CN(C)CCNc1nc(-c2ccccc2F)c2sccc2n1 | · | -2% | · | · | -3% | -4 | · | · | -3%
COc1ccc(-n2c(C)nnc2SCC(=O)NC2CC2)cc1 | -5% | -5% | 24% | 1.1 | 1% | 0 | -6 | -6% | 9%
O=C(Cn1cnnn1)Nc1ccccc1Cc1ccccc1 | 5% | -2% | 12%[11.4 µM] | -0.4 | -4% | -6 | -1 | 2% | 8%
CCOC(=O)c1cn2cccnc2n1 | 0% | -5% | -15% | 1.4 | 0% | -1 | -11 | 4% | 3%[57.4 µM]
Cc1ccc(-c2nc3ccccc3c(=O)n2-c2c(C)n(C)n(-c3ccccc3)c2=O)cc1 | -2% | -2% | -19% | 0.5 | 1% | -11 | 0 | -3% | 33%[activator]
C=CCOC(=O)C1=C(C)NC(SCC(=O)NC(=O)OCC)=C(C#N)C1c1cccnc1 (stereo not drawn) | 2%&-5% | -5%&-1% | -40%&15% | 0.0 | -2%&-4% | -7&0 | -15 | -5% | 7%&0%
COc1ccc(OC)c(NC(=O)COC(=O)c2ccc(S(=O)(=O)N3CCOCC3)cc2)c1 | -4% | 0% | -19% | -0.6 | 1% | -6 | -16 | -8% | 429%[activator]
Cc1ccc(C2CCN(C(=O)c3cnn(-c4ccccc4Cl)c3C3CCN(C(=O)OC(C)(C)C)CC3)C2)cc1 (stereo not drawn) | -6% | -7% | -1% | · | -9% | 8 | · | -14% | 9%
COCCn1c(SCc2ccccc2F)nc2ccccc2c1=O | -4% | -4% | 21% | 1.9 | -6% | -2 | 0 | -15% | 7%
Cn1nnnc1SCc1nc2ccccc2s1 | -4% | -1% | -29% | 0.5 | 0% | -3 | -14 | -3% | ?
COc1ccccc1/C=C/C(=O)NCC(=O)N/N=C/c1ccc(C)o1 | 1% | -3% | -24% | 0.0 | 4% | -1 | -3 | 1% | -3%
Cc1ccc(S(=O)(=O)[N-]c2nc3ccccc3nc2-n2cc[n+](Cc3ccccc3)c2)cc1 | 5% | -6% | -3% | -1.6 | 0% | -12 | -3 | -4% | -9%
CCOc1ccc(OCC)c(S(=O)(=O)N2CCCCC2C)c1 (stereo not drawn) | -8% | -3% | 25% | 0.7 | 1% | 1 | 11 | 4% | -22%
Fc1ccc(OCCOCCNCC2CCCO2)cc1 (stereo not drawn) | · | -5% | 10% | 0.4 | 4% | -8 | -18 | -1% | -5%
Cc1sc2nc(SCC(=O)N3CCOCC3)[nH]c(=O)c2c1C | 3% | -4% | 5% | -0.2 | -4% | 1 | -6 | 4% | 26%
Cc1nc2ccn(Cc3cccnc3)c(=O)c2cc1C(=O)N1CCN(c2ccccc2F)CC1 | -6% | -3% | -17% | -0.3 | -2% | -5 | · | 4% | 3%
O=C(CSc1cn(CC(=O)N2CCCCC2)c2ccccc12)NCC1CCCO1 (stereo not drawn) | -3% | 5% | -52% | -0.4 | 0% | -9 | 1 | 5% | -5%
CC1=C(C#N)C(NC(=O)C2CC2)(C(F)(F)F)C(=O)N1 (stereo not drawn) | 6% | -4% | 16% | 0.2 | 0% | -4&3 | -4 | 0% | -22%&-6%
O=C(N/N=C/C=C\c1ccco1)c1cccnc1 | -9% | ? | -37% | -1.1 | -3% | 17 | 15 | -15% | ?

Later entries
smiles | Vif-APOBEC3F blk | Glioma ERSR ind | RGS4 inh | D2 ag | Vif-A3G inh | LDHA block | D2 antagonist | ERG Ets-DNA blk | ALOX12 inh
CS(=O)(=O)N(CC(=O)Nc1ccc(S(=O)(=O)N2CCCC2)cc1)c1cccc(F)c1 | 2% | 0% | 16% | 2.1 | 0% | -5 | 12 | -7% | 4%
CCOC(=O)C1(Cc2cccc(F)c2)CCN(CCCn2cccn2)CC1 | 2% | -1% | -37% | 43* | -1% | -4 | -24 | -6% | -5%
O=C1C=C(/C=C/c2ccccc2)C[C@@H](c2ccc3c(c2)OCO3)C1 | 0% | -3% | 13% | 0.0 | 1% | 1 | -8 | 2% | ?
O=C(c1cc2cc(Cl)ccc2[nH]1)N1CCN(c2ccc(F)cc2)CC1 | 0% | -2% | 12% | -0.1 | 4% | -11 | -10 | -6% | 6%
COc1ccc(N(C(=O)c2snc(C(N)=O)c2N)C(C(=O)NC2CCCC2)c2ccco2)c(OC)c1 (stereo not drawn) | ? | -5% | -4% | -0.4 | 1% | -5 | -4 | -6% | -3%
O=C(COC(=O)c1ccc(S(=O)(=O)N2CCCCC2)cc1)NCc1ccc(F)cc1 | -16% | -3% | 12% | 0.6 | 3% | -11 | 1 | -9% | 7%
CCOc1ccc(N(CC)S(=O)(=O)c2ccc3c(c2)n(C)c(=O)c(=O)n3C)cc1 | -19% | -3% | 28% | -0.9 | 5% | -3 | -4 | 8% | 2%

Compound activity: PubChem, National Center for Advancing Translational Sciences (NCATS)
